Mcl-1 Bim block: inhibitors of Bim-Mcl-1 interaction, human. inhibition, % at 10 µM. 190,000 tested, 0.1% active. Q07820. Bead-based flow cytometry, Bim peptide-Mcl-1 binding; in the data active means inhibition above about 40%;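 further: 0% = no compound tracer wells and 100% = peptide blocker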
RGS8-Gao reg: regulators of human RGS8-Galphao interaction; P09471; multiplexed bead flow cytometry, RGS8-Galphao binding; actives lie on both sides; response (percent of control binding), % at 10 µM; 220,000 tested, 0.34% active; in the data active means response below about 60% or above about 140%; inactive means in between;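 further: Galphao activated as the GDP aluminium fluoride complex binding bead-coupled RGS8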
Target sequence (P09471 whole entry, looked up): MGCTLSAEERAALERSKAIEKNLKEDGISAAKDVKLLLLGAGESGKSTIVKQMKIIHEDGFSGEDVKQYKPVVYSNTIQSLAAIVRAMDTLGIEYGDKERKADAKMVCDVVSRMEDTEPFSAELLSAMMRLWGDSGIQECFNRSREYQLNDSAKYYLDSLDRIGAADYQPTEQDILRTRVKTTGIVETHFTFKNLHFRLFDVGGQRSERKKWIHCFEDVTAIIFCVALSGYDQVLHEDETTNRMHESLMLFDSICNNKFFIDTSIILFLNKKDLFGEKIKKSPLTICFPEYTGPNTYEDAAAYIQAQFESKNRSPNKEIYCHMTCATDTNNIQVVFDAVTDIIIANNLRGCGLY
Mcl1 Noxa PPI: Mcl-1/Noxa interaction inhibition; AID 1022; Q07820; inhibition, % at 21.7 µM; 220,000 tested, 1.5% active; TR-FRET Mcl-1/Noxa peptide binding, 2 h;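 active means compounds that cut the protein-peptide binding signal by more than 50% relative to plate controls in a single-dose test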;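 further: His-tagged Mcl-1 with rhodamine Noxa BH3 peptide and terbium anti-His antibody; 0% = Mcl-1 plus Noxa peptide wells and 100% = peptide-only wells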
Avidin fluor: compound fluoresces at 488/530 nm on avidin beads; fluorescence (KMESF) at 10 µM; 220,000 tested, 0.38% active; compound fluorescence 488/530 nm, flow cytometry; stronger effect = higher value; in the data active means fluorescence above about 47; further: inactives centre near 10
Pf gamet viab: inhibitors of late stage P. falciparum gametocyte viability | P. falciparum stage V gametocytes, ATP luminescence, 24 h | inhibition, % at 10.9 µM | 150,000 tested, 0.065% active | AID 743093;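 active means inhibition above the mean plus 3 SD of compounds within the control limits, set per campaign, cut at about 38% in these data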;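 further: 0% = DMSO wells and 100% = medium only without gametocytes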
RGS7-Gao reg: modulates binding of RGS7 to human Galphao. 220,000 tested, 0.35% active. Multiplexed bead flow cytometry; actives lie on both sides. binding response (% of control), % at 10 µM. P09471. AID 1439; in the data active means binding response below about 49% or above about 150%; inconclusive means no clear call, values can overlap the other calls; inactive means in between;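 further: fluorescent Galphao held in activated GDP-AlF4 state binding bead-coupled RGS7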
Mcl1 Bid PPI: Mcl-1/Bid interaction inhibition; Q07820; TR-FRET Mcl-1/Bid-Dy647 peptide binding, 1536-well; inhibition, % at 21.7 µM; 220,000 tested, 0.97% active; AID 1021;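 active means compounds that cut the binding signal by more than half at the single screening dose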;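 further: His-tagged Mcl-1 with europium anti-His antibody binding Bid BH3 peptide; 0% = Mcl-1 plus peptide wells and 100% = peptide-only wells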
ABCB1 block: inhibitors of human ABCB1 transporter, ABCG2 counter-screen; CCRF-Adr cells, JC-1 efflux, flow cytometry; inhibition, % at 6.6 µM; 190,000 tested, 0.067% active; in the data active means inhibition above about 40%;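 further: 0% = vehicle and 100% = reference inhibitor; higher value means more JC-1 retained so stronger ABCB1 efflux block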
GSH fluor: compound fluoresces at 488/530 nm on GSH beads. GSH beads flow cytometry, compound fluorescence 488/530 nm; stronger effect = higher value. fluorescence (KMESF) at 10 µM. 190,000 tested, 0.25% active; in the data active means fluorescence above about 89;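 further: glutathione beads carrying GST-tagged Bcl family fusion proteins plus one bare bead set; values are compound well signal with DMSO vehicle wells as background; inactives centre near 16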
ABCG2 inh: blocks JC-1 efflux by human ABCG2 transporter | Q9UNQ0 | IgMXP3 cells, flow cytometry | inhibition, % at 6.6 µM | 190,000 tested, 0.1% active | AID 1325;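 active means inhibition above 80%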;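 further: 0% = DMSO and 100% = nicardipine control wells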
Target sequence (Q9UNQ0 whole entry, looked up): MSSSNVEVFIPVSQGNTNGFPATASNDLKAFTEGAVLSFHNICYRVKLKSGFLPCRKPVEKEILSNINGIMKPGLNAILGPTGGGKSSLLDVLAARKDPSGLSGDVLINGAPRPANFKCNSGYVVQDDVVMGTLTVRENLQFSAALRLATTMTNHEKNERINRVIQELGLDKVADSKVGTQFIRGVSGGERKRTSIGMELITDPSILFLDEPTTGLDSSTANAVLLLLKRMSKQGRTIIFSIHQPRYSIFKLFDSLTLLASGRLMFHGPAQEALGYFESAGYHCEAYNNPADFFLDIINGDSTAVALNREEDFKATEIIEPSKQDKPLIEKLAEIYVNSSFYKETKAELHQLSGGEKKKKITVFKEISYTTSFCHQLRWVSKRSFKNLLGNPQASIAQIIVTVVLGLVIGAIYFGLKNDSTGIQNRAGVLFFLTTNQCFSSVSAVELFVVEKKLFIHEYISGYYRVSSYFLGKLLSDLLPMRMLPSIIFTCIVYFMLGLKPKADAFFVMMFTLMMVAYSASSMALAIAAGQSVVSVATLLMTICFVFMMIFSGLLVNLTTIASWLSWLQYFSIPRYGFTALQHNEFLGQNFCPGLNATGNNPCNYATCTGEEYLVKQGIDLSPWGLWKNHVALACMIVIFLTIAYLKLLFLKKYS
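Times: 10 min at 25 °C | Test system: Two drug-resistant human cell lines, ABCG2 and ABCB1 | Quantity: 3 million cells/mL final, two lines in 1:1 ratio | Signal: Flow cytometry, 530 nm JC-1 signal | Dosing: Compound at 6.6 µM | Controls: Nicardipine and DMSO wells | Reagent: JC-1 as fluorescent efflux pump substrate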
RGS4-Gao reg: modulates binding of RGS4 to human Galphao; P09471; Multiplexed bead flow cytometry; actives lie on both sides; binding response (% of control), % at 10 µM; 220,000 tested, 0.33% active; in the data active means binding response below about 49% or above about 150%; inactive means in between;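 further: fluorescent Galphao activated with aluminum fluoride binding bead-coupled RGS4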
Active calls of the source: *; ? = inconclusive; . = no result given; [ ] = remark or other dose.

Under each structure: Mcl-1 Bim block | RGS8-Gao reg | Mcl1 Noxa PPI | Avidin fluor | Pf gamet viab | RGS7-Gao reg | Mcl1 Bid PPI | ABCB1 block | GSH fluor | ABCG2 inh | RGS4-Gao reg
1: CC(=O)N/N=C/c1ccc(OCCOc2ccc(Br)cc2)cc1
    -9 | 114 | -11 | 14 | 4 | 104 | 10 | 0.1 | 9 | 1 | 109
2: OC(COc1ccc2ccccc2c1)Cn1cncn1 (centres undefined)
    -4 | 102 | -8 | 31 | . | 102 | -12 | 0.6 | 11 | 7 | 100
3: CCOC(=O)C(=CNc1ccccc1C)C(=O)OCC
    -4 | 112 | 15 | 8 | . | 111 | -1 | 0.5 | 41 | 3 | 113
4: Cn1nnnc1SCC(=O)Nc1ccc2c(c1)OCO2
    -1 | 101 | -8 | 9 | . | ? | 1 | 0.9 | 15 | 8 | 99
5: Cc1nc2sc(C(c3ccccc3)N3CCN(c4ccccc4F)CC3)c(O)n2n1 (centres undefined)
    0 | 101 | -10 | 10 | . | 102 | -12 | 0.7 | 14 | 1 | 100
6: O=C(NCc1ccc(Cl)cc1)C(=O)NCC1OCCN1S(=O)(=O)c1ccc2c(c1)OCCO2 (centres undefined)
    0 | . | 16 | . | . | . | 12 | 4.9 | 17 | 25 | .
7: CN(C(=O)c1ccco1)c1nc(CC(=O)Nc2ccccc2)cs1
    4 | 103 | 9 | 5 | . | 99 | -8 | 11 | . | 37 | 104
8: C=CCOc1cc(C)nc(-c2ccccc2O)n1
    2 | 101 | -9 | 11 | . | 103 | -13 | 0.4 | 9 | 4 | 101
9: Cn1c(CSc2ncn[nH]2)nc2ccccc21
    -2 | 102 | -2 | 8 | . | 105 | -14 | 0.1 | 19 | 1 | 106
10: O=C(O)/C=C/c1ccccc1Oc1ccccc1
    2 | 138 | 4 | 88* | . | 154*[activator] | -14 | 0.4 | 30 | 1 | 162*[activator]
11: CCOCCCNC(=O)C(c1ccc(OC)cc1)N(Cc1ccc2c(c1)OCO2)C(=O)c1ccccn1 (centres undefined)
    0 | 101 | 1 | 12 | . | 101 | 1 | 0.6 | 11 | 3 | 105
12: CC(C)(C)n1nnnc1C(c1cc2cc3c(cc2[nH]c1=O)OCO3)N1CCN(c2ccccc2)CC1 (centres undefined)
    -3 | 102 | 0 | 34 | . | 98 | 3 | 0.1 | 14 | 0 | 103
13: CC1=C(C(=O)OCC2CCCO2)C(c2ccncc2)C2=C(CCCC2=O)N1 (centres undefined)
    -1 | 103 | 8 | 10 | . | 101 | -5 | 0.2 | 13 | 1 | 105
14: Cc1[nH]c(=O)[nH]c(=O)c1/C=N/NC(=O)[C@H](C)N
    . | 100 | 12 | 12 | 3 | ? | -12 | . | . | . | 101
15: Cc1nnc(SCC(=O)NCc2ccco2)n1-c1ccc(F)cc1
    -3 | 102 | -2 | 25 | . | 95 | 0 | 0.4 | 20 | 1 | 98
16: O=C1CCc2cc(S(=O)(=O)NC(Cc3ccccc3)C(=O)NC3CCCC3)ccc2N1 (centres undefined)
    1 | 97 | 3 | 7 | . | 96 | -15 | -2.1 | 20 | -2 | 95
17: CCOc1ccc(NC(=O)N2CCC(c3nc4ccccc4[nH]3)CC2)cc1
    0 | 104 | 7 | 9 | . | 104 | -38 | 0.2 | 26 | 1 | 104
18: CCN(CC)C(=O)Cn1cc(SCC(=O)Nc2cc(C)on2)c2ccccc21
    -2 | 105 | -6 | 21 | 5 | 106 | -19 | 1.4 | 11 | 3 | 104
19: COc1ccc(CNC(=O)C2CCC(CNc3c(N4CCOCC4)c(=O)c3=O)CC2)cc1 (centres undefined)
    0 | 103 | 6 | 9 | . | 105 | -22 | -2.7 | 20 | -3 | 106
20: C/C(=N\Nc1nc(-c2cc(C)ccc2C)cs1)c1cc2ccccc2oc1=O
    -5 | 103 | 0 | 12 | 7 | 101 | -61 | -0.5 | 4 | -1 | 97
21: COc1ccc(CCCc2n[nH]c(=S)n2C)cc1C
    -1 | 96 | 22 | 9 | 15 | 95 | -11 | 0.2 | 10 | 4 | 98
22: CSCc1ccc(C(=O)Nc2ccc(C(N)=O)cc2)cc1
    2 | 100 | -4 | 12 | 0 | 105 | -13 | 0.3 | 14 | 15 | 103
23: Cn1c(SCc2cccc(Cl)c2)nc(C(F)(F)F)cc1=O
    -6 | 105 | -6 | 11 | . | 106 | 16 | 1.4 | 29 | 28 | 104
24: O=c1ncn(-c2ccc(F)cc2)c2ncccc12
    -4 | 100 | 14 | 5 | -14 | 99 | -40 | 0.3 | 43 | 3 | 98
25: COc1ccc(/C=N/NC(N)=S)cc1
    . | 101 | -15 | 8 | 2 | ? | -60 | . | . | . | 104
26: CCN(CC)S(=O)(=O)c1ccc(/C=C/C(=O)Nc2ccc(F)c(F)c2F)cc1
    -4 | 101 | 12 | 13 | . | 106 | -7 | -0.2 | 6 | 1 | 104
27: CCOC(=O)C(=O)Nc1ccc([N+](=O)[O-])cc1OC
    -1 | 103 | -9 | 3 | 7 | 101 | 16 | 1.8 | 6 | 16 | 104
28: Cc1ccccc1OCC(O)CN1CCN(c2ccccn2)CC1 (centres undefined)
    0 | 99 | 31 | 4 | . | 97 | -1 | 2.2 | 9 | 3 | 98
29: Cc1ccsc1/C=N/N1CCN(c2ccccn2)CC1
    . | 92 | -7 | 7 | -3 | ? | -16 | . | . | . | 86
30: Cc1cc(C)n(-c2ccc(Cl)c(C(=O)Nc3ccc(-c4nnc5n4CCCCC5)cc3)n2)n1
    -11 | 96 | 14 | 10 | 16 | 94 | -22 | 3.9 | 39 | 15 | 102
31: NC(=O)CSc1nnc(-c2cnccn2)n1-c1ccccc1
    0 | 98 | 0 | 14 | . | 99 | -22 | 0.6 | 15 | 2 | 96
32: O=S(=O)(c1ccc(F)cc1)N1CCN(c2ncccn2)CC1
    . | 100 | 7 | 7 | 0 | ? | -32 | . | . | . | 95
33: CC1(C)OC(=O)C(=CNCC(=O)NCC(=O)O)C(=O)O1
    -1 | 103 | 31 | 13 | . | 101 | 10 | -0.2 | 27 | 0 | 101
34: O=C(Cc1cccs1)N1CCC(c2nc3c(nnn3Cc3ccccc3)c(=O)[nH]2)CC1
    4 | 102 | -3 | 13 | . | 99 | -11 | -0.1 | 13 | 16 | 106
35: CN(C)C(=O)N1CCC(C(=O)NCc2ccc3c(c2)OCO3)CC1
    0 | 103 | 4 | 9 | . | 102 | -12 | 0.2 | 10 | -1 | 103
36: CCc1nn(CC(=O)NCCCN(Cc2ccccc2)C(C)C)c(=O)c2cc3sccc3n12
    -6 | 101 | 6 | 12 | . | 94 | -27 | 0.2 | 36 | 1 | 102
37: Cc1ccc2cc3cc(C(=O)N(CC(=O)NC4CCCC4)c4cccc(C)c4C)sc3nc2c1
    1 | 103 | 2 | 36 | . | 102 | 11 | 1.9 | 11 | 6 | 101
38: COc1ccc([N+](=O)[O-])cc1NC1C2CC3CC(C2)CC1C3 (centres undefined)
    0 | 102 | -22 | 11 | . | 97 | -17 | 0.1 | 16 | 1 | 98
39: Cn1c2ccccc2c2cc([N+](=O)[O-])ccc21
    . | 91 | -22 | 3 | 19 | ? | -24 | . | . | . | 82
40: O=C1CC(NNc2nc3ccccc3s2)C(=O)N1c1ccc(F)cc1 (centres undefined)
    . | 98 | 1 | 9 | 3 | ? | 2 | . | . | . | 100
41: O=C(NCc1cc(C(F)(F)F)cc(C(F)(F)F)c1)C1CC(c2cccc(F)c2)=NO1 (centres undefined)
    . | 101 | -15 | 8 | 21 | ? | -17 | . | . | . | 97
42: Cc1ccc2[nH]cc(C(=O)CN3CCC4(CC3)OCCO4)c2c1
    -1 | 101 | -5 | 24 | . | 96 | 8 | 0.1 | 14 | 1 | 101
43: CC(=O)c1cccc(NC(=O)c2c(F)c(F)c(F)c(F)c2F)c1
    -2 | 103 | 3 | 11 | . | 102 | -20 | 0.5 | 36 | 3 | 105
44: COc1ccc(C(=O)c2ccc(N3CCOCC3)c([N+](=O)[O-])c2)cc1
    0 | 95 | 13 | 13 | . | 88 | 6 | 0.9 | 14 | 16 | 88
45: Cc1cnc([N+](=O)[O-])n1CCOC(=O)NC(=O)c1ccccc1
    2 | 102 | -1 | 10 | -23 | 105 | 8 | 1.4 | 13 | 4 | 108
46: O=C(c1cccs1)N(C(=O)c1cccs1)c1ccc(Br)cn1
    -10 | 99 | 3 | 29 | -12 | 103 | 9 | 1.2 | 11 | 18 | 103
47: CCN(CC)S(=O)(=O)c1cccc(NC(=O)c2ccc(Sc3nncn3C)c([N+](=O)[O-])c2)c1
    -2 | 100 | 28 | 9 | -5 | 101 | -44 | -0.4 | 16 | 0 | 99
48: CC1=C(C(=O)N(C)C)C(c2ccc(C)s2)NC(=S)N1 (centres undefined)
    -8 | 91 | 5 | 7 | 3 | 88 | -44 | -0.2 | 8 | -2 | 91
49: O=C(Nc1cccs1)Nc1ccccc1Br
    -1 | 103 | 5 | 6 | 2 | 99 | -13 | 0.5 | 18 | 1 | 104
50: Cc1cc(C(=O)OCC(=O)NCc2ccc(Cl)cc2)c(C)o1
    0 | 101 | -23 | 16 | 14 | 97 | -27 | 0.2 | 7 | 1 | 98
51: CCOc1ccc2nc(NC(=O)c3ccc(OCC4CCCO4)cc3)sc2c1 (centres undefined)
    -5 | 99 | 3 | 12 | -12 | 102 | -17 | -0.7 | 11 | -5 | 103
52: Cn1cccc1/C=N/NC(N)=S
    -1 | 99 | -5 | 6 | 20 | 95 | -33 | -0.3 | 14 | 0 | 99
53: CCOC(=O)CNc1nc(Cl)nc(NC(C)(C)C)n1
    -21 | 104 | 7 | 27 | 18 | 99 | -8 | 0.3 | 9 | 0 | 105
54: COc1ccc(/C=C/C(=O)Nc2ccc(NC(C)=O)cc2)cc1S(=O)(=O)N1CCOCC1
    . | 98 | 8 | 7 | -1 | ? | -60 | . | . | . | 96
55: CS(=O)(=O)c1ccc2nnn(OCC(=O)Nc3ccc(Br)cc3Br)c2c1
    1 | 102 | 17 | 11 | . | 100 | -5 | 0.0 | 17 | 0 | 97
56: Cc1ccc(NC(=O)CN2CCN(S(=O)(=O)c3cccs3)CC2)cc1S(=O)(=O)N(C)C
    -1 | 101 | 19 | 12 | 11 | 99 | -8 | 0.6 | 11 | 2 | 97
57: CCc1nnc(NC(=O)CSc2nc(C)cc(C)c2C#N)s1
    -4 | 101 | 3 | 11 | -2 | 96 | -12 | 1.0 | 14 | 17 | 103
58: COc1ccc(C(=O)n2cnnc2N)cc1
    -7 | 101 | -40 | 14 | . | 103 | -42 | -0.6 | 27 | 3 | 102
59: Cc1cc(C#N)c(SCC(N)=O)nc1-c1ccc(F)cc1
    -3 | 102 | 4 | 10 | . | 99 | -43 | -0.3 | 13 | 0 | 102
60: COc1ccc(-n2ncc3c(=O)n(CC(=O)N4CCCc5ccccc54)cnc32)cc1
    -1 | 98 | -15 | 5 | 6 | 93 | -8 | 0.1 | 36 | 0 | 92
